NRP1-CendR mod – alters CendR peptide binding to human NRP-1. FAM-RPARPAR peptide binding to NRP-1, fluorescence polarization. O14786. inhibition, % at 25 µM. hit rate 0.85% among 360,000. AID 602438;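 active means inhibition or corrected inhibition above about 18%, plus a signal ratio from 0.5 to 1.5, limit read from the data, passing the limit was not always enough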; further: strong numbers were not always called active
STEP inh – inhibitors of human striatal-enriched phosphatase STEP; recombinant STEP, OMFP fluorogenic substrate, fluorescence; AID 588621; inhibition, % at 20 µM; hit rate 0.25% among 360,000;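 active means inhibition at 20 µM, scaled per plate between control wells, above about 37%, limit read from the data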;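 further: 0% = DMSO with enzyme and substrate and 100% = substrate only without enzyme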
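medium = Bis-Tris buffer pH 6.0, 2.5 mM DTT, 0.005% Tween 20 | test system = STEP (striatal-enriched tyrosine phosphatase) enzyme, cell-free | measure = normalized % inhibition | compound dosing = 20 µM, 1% DMSO | also added = 25 µM OMFP | schedule = reaction 20 min, ambient temperature | measured by = fluorescence read at 480 nm ex / 540 nm em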
SKN-1 inh – blocks SKN-1 activity in C. elegans | hit rate 0.49% among 360,000 | AID 624304 | C. elegans VP596 Pgst-4::GFP/RFP ratio, acrylamide-induced, 24 h | inhibition, % at 21.8 µM;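 active means interference check ratio from 0.5 to 1.5 plus GFP to RFP signal ratio inhibition reaching or exceeding a fixed threshold, cut at about 30% in these data, passing the limit was not always enough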; further: some compounds called inactive have numbers as strong as hits
SUMO1 PPI mod – alters human SUMO1 binding to SIM partners; SUMO1 binding to a labelled peptide, TR-FRET, 1 h; inhibition, % at 20 µM; hit rate 0.33% among 360,000; in the data active means inhibition above about 37%
Target sequence (P63165 whole entry, looked up): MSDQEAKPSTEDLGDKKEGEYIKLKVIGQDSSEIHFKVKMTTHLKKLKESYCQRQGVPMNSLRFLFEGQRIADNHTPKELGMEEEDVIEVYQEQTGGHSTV
Rpn11 block – Rpn11 (human) deubiquitinase inhibition. O00487. human 26S proteasome, Ub4-pepOG fluorescence polarization; 20S core pre-blocked with epoxomicin. calls only at 20 µM. hit rate 0.59% among 360,000. AID 588493;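 active means inhibition at 20 µM, scaled to each plate's controls, above about 33%, limit read from the data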
Target sequence (O00487 whole entry, looked up): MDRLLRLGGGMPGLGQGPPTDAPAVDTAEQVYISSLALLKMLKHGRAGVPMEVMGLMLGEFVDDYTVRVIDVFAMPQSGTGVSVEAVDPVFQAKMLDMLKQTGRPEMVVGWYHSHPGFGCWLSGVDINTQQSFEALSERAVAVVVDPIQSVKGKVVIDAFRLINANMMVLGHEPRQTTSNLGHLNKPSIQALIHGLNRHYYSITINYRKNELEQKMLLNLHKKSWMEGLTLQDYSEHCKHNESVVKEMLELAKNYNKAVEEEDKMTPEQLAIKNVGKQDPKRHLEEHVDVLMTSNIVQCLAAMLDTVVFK
DNMT1 inh – inhibitors of human DNMT1. AID 588458. inhibition (reported as % activation of signal), % at 10 µM. DNMT1 molecular beacon, Hinp1I cleavage, fluorescence. P26358. hit rate 0.83% among 360,000; in the data active means inhibition above about 50%
Scp1 inh – inhibitors of human Scp-1 phosphatase | hit rate 0.88% among 340,000 | Recombinant Scp1, phosphopeptide, malachite green phosphate absorbance | Q9GZU7 | inhibition, % at 20 µM;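 active means inhibition above about 50% at 20 µM, limit read from the data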;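 further: plate controls were DMSO wells with enzyme for no effect and wells lacking enzyme for full effect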
Target sequence (Q9GZU7 76-261 limits assumed): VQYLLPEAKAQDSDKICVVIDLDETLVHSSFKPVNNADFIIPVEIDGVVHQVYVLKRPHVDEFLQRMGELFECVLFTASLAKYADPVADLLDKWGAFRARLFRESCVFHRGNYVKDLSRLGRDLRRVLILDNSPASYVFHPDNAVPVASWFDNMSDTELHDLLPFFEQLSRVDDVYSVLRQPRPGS
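Material – SCP-1 phosphatase catalytic domain, residues 76-261 · Buffer or medium – Acidic Tris acetate buffer with magnesium and detergent · Also added – Phospho 17-mer peptide substrate · Compound – single 20 µM dose, 1% DMSO · Times – 45 min room-temperature reaction, 5 min colour, 30 min stabiliser · Technique – Phosphate-binding colour reagent, absorbance read at 630 nm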
MT1-MMP act inh – inhibitors of human MT1-MMP activation; P50281; HT1080 RFP-PRO-GFP cells, GFP/RFP ratio fluorescence, overnight; percent of plate control window, DMSO zero; GFP/RFP ratio change, % at 20 µM; hit rate 0.061% among 360,000; AID 651647;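 active means GFP/RFP ratio change of at least 30% with cell ATP level not reduced by more than half and red fluorescence within 50% of control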; further: strong numbers were not always called active
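Assay system – RFP-PRO-GFP reporter HT1080 cells · Compound dosing – single dose of 20 µM compound, 1% DMSO final · Incubation – overnight compound exposure at 37 °C · Measure – GFP/RFP fluorescence ratio · Benchmarks – DMSO wells and RFP-L50D-GFP cells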
NadD block – NadD (S. aureus) enzyme inhibition | purified NadD enzyme, colorimetric absorbance read-out | inhibition, % at 20 µM | hit rate 0.78% among 360,000 | AID 602399; in the data active means inhibition above about 26%; further: some compounds past the cut are filed as inactive
LMPTP inh – blocks human LMPTP phosphatase | recombinant LMPTP-A, OMFP fluorogenic substrate, fluorescence intensity | inhibition, % at 20 µM | hit rate 0.22% among 360,000 | AID 651560;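 active means compounds that cut the enzyme signal by at least half of the control window in the single-dose screen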;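 further: plate controls were DMSO wells with enzyme plus substrate for no effect and substrate without enzyme for full effect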
Target sequence (P24666 whole entry, looked up): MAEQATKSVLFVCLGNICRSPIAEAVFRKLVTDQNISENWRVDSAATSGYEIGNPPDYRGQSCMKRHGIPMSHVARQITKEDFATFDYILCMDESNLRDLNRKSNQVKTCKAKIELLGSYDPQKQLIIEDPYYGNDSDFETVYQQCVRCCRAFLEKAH
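Test system: LMPTP-A, protein tyrosine phosphatase of low molecular weight; Input: 0.625 nM enzyme; Incubation: 50 min dark incubation at room temperature; Signal: endpoint fluorescence intensity from OMFP dephosphorylation; Read-out basis: % inhibition versus control wells.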
An asterisk follows results filed as active; i = inactive; x = no result given; & = joins results of further samples.

SMILES	NRP1-CendR mod	STEP inh	SKN-1 inh	SUMO1 PPI mod	Rpn11 block	DNMT1 inh	Scp1 inh	MT1-MMP act inh	NadD block	LMPTP inh
O=C(O)CSCC(=O)N1CCCN(c2ccc(C(F)(F)F)cn2)CC1	4	-1	14	1	i	0	-2	-1	-4	-0.6
COc1ccc(-c2nnc3sc(C(C)N4C(=O)c5ccccc5C4=O)nn23)cc1 (stereo not drawn)	6	3	19	0	i	0	0	-1	4	2.4
COCCN(CC(=O)Nc1ccccc1C)S(=O)(=O)c1ccc(S(=O)(=O)N2CCCC2)cc1	2	-1	9	0	i	2	-3	0	-4	-1.4
COc1ccc(S(=O)(=O)N2CCOC23CCN(S(=O)(=O)c2cc(C)ccc2OC)CC3)cc1	2	1	2	-4	i	0	-8	3	-1	1.0
O=C(NNS(=O)(=O)c1ccccc1F)c1sccc1-n1cccc1	4	0	4	-1	i	0	3	-1	-3	0.7
CCC(C)Sc1nc2c(c(=O)[nH]c(=O)n2C)n1CCc1ccccc1 (stereo not drawn)	1	2	9	0	i	3	-11	-2	2	-0.1
Fc1ccccc1OCCn1c(=S)[nH]c2ccccc21	15	1	13	-3	i	-2	-12	0	0	0.1
Cc1noc(C)c1COc1ccccc1C(=O)N1CCN(S(=O)(=O)c2ccc(C(C)C)cc2)CC1	1	0	3	0	i	5	x	-2	3	2.2
COc1ccccc1NC(=S)NCCc1ccc(F)cc1	15	3	-1	-1	i	-1	-9	2	0	0.5
CC(C)=CC(=O)N1CCC(N2CCC(C(=O)NCC3CCCO3)CC2)CC1 (stereo not drawn)	10	2	0	0	i	0	-4	0	0	-1.3
O=C(NNC(=O)c1ccc(S(=O)(=O)N2CCCCC2)cc1)c1ccccc1	9	0	2	1	i	2	-10	4	0	-0.5
COCC(=O)N1CCC(Oc2cccc(C(=O)NCc3ccccn3)c2)CC1	13	-3	3	3	i	1	-5	-4	-4	-1.2
O=S(=O)(c1ccc(S(=O)(=O)N2CCN(C/C=C/c3ccccc3)CC2)cc1)N1CCCC1	8	-2	-1	-1	i	1	-4	-17	-2	-1.6
CCN(CC)CCn1c2ccccc2c2nc3ccccc3nc21	5	-1	11	-18	i	19	-6	-3	-5	1.3
CCOc1ccccc1C1CC(=O)Nc2c1c(=O)n(C)c(=O)n2C (stereo not drawn)	-10	-2	7	0	i	0	-5	3	2	-1.7
O=C(NC(=S)NCCN1CCOCC1)c1cccc(Cl)c1	-2	-2	-3	0	i	-4	4	3	-2	-1.4
O=C(C1CCCN(S(=O)(=O)Cc2ccccc2)C1)N1CCC(Cc2ccccc2)CC1 (stereo not drawn)	11	1	-21	-3	i	-1	-13	-4	-8	1.1
O=C(CN(C1CCCCC1)S(=O)(=O)c1ccc(F)cc1)NCc1ccncc1	13	-1	0	-2	i	1	1	0	1	-0.7
COc1ccc(CN2CCN(S(=O)(=O)c3ccc(NC(C)=O)cc3)CC2)cc1OC	4	-1	11	1	i	-6	-5	-3	2	-1.1
Cc1csc(=Nc2c(C)n(C)n(-c3ccccc3)c2=O)n1Cc1ccccc1	7&0	0&-4	17&-3	0&1	i	-2&-1	-7&1	2&-7	0&-3	-0.5&-1.9
c1ccc2c(c1)ccc1ncccc12	5	-1	11	2	i	5	-4	1	0	3.8
CCCCNC(=O)C1(C)CCN1Cc1ccc(C#N)cc1 (stereo not drawn)	7	3	6	3	i	1	x	0	-6	-2.4
O=C(OCC(=O)N1N=C(c2ccc(Cl)cc2)CC1c1ccco1)c1ccco1 (stereo not drawn)	1	-2	6	-4	i	-9	-8	-2	2	4.3
COc1ccc(C(=O)N2CCN(S(=O)(=O)c3cc(Cl)ccc3OC)CC2)cc1	-3	-3	-18	3	i	-5	-4	-2	1	-1.2
COc1cc(OC)cc(OC(=O)C2CCN(C3=NS(=O)(=O)c4ccccc43)CC2)c1	10	-2	-13	0	i	4	-10	1	0	-0.4
Cc1ccccc1-n1nc2c(c1NC(=O)c1ccco1)CS(=O)(=O)C2	5	2	6	0	i	0	-14	-2	2	-1.6
CCCCNC(=S)Nc1ccccc1Cc1ccccc1	-1	-1	4	1	i	4	-2	3	-1	-0.8
COC(=O)[C@@H](NCc1cccc(CN[C@H](C(=O)OC)c2ccccc2)c1)c1ccccc1	12	-1	4	9	i	-1	1	1	-2	1.4
O=C1CC(C(=O)NC2CCCCC2)C2(CCCCC2)O1 (stereo not drawn)	8	-4	20	4	i	0	-3	1	2	-0.7
O=C(O)c1ccccn1	5	2	5	-1	i	-5	-14	2	-4	0.9
Cc1ccc(NC(=S)N2CCCC2)cc1C	-3	-1	0	-3	i	-1	-7	-12	-2	-1.7
COc1cccc(C(=O)Nc2nc(SCc3ccc(Cl)cc3)n[nH]2)c1	1	2	7	2	i	5	-4	2	-3	3.0
NC(=O)c1ccc(CSc2nc3ccccc3s2)cc1	3	0	-9	5	i	-5	5	4	-3	-2.9
Cc1cc(=O)oc2cc(NC(=O)c3cccc(S(C)(=O)=O)c3)ccc12	6	3	18	8	i	-9	7	-2	1	0.3
O=C(Nc1cnn(Cc2ccc(Cl)cc2Cl)c1)c1cc(-c2cccs2)on1	3	1	-2	-2	i	10	-4	9	-2	1.6
O=C(NCc1cccnc1)/C(=C/c1ccc(-c2ccc(Cl)cc2)o1)S(=O)(=O)c1ccccc1	-25	-1	-11	-4	i	0	-4	-21	3	0.4
CCOC(=O)C1CCCN(S(=O)(=O)c2cc(OCC(=O)NC3CCCCC3)c(C)cc2Cl)C1 (stereo not drawn)	2	-4	4	2	i	-4	38	0	1	0.5
Cc1cccc(NC(=O)C2CCCN2S(=O)(=O)c2ccc3c(c2)n(C)c(=O)c(=O)n3C)c1 (stereo not drawn)	-6	0	10	2	i	-4	-2	-3	-2	1.1
CCCN1CCC(N2CCCC(C(=O)O)C2)CC1 (stereo not drawn)	-5	1	-4	3	i	-1	-9	-2	5	-5.9
C=CC(=O)N=c1sc2ccccc2n1-c1ccccc1	-6	4	-2	2	i	3	-7	-16	4	0.8
COc1ccc(CCNC(=O)CN2C(=O)NC3(CCCCC3)C2=O)cc1	-5	1	5	5	i	2	-12	1	-4	-0.9
CN(C)CCNC(=O)c1cc(Br)ccc1Cl	-10	3	13	1	i	1	-1	-6	1	-7.1
CC(=O)c1ccc(N2CCN(CCC#N)CC2)c(F)c1	8	-12	-39	2	i	0	-1	0	-4	0.0
O=C(COc1cccc2c1CCNC2=O)NC1CCCCC1	-5	-1	10	3	i	1	1	0	8	-0.3
Cc1nn2c(-c3ccncc3)ccnc2c1Br	-9	-3	6	-20	i	0	-7	1	-8	-2.7
O=C(Cc1cccs1)NNC(=S)NC(=O)c1ccccc1	-2	-2	4	-2	i	4	-2	9	-5	-2.0
CCOc1ccc(S(=O)(=O)Nc2cccc(C(=O)N3CCN(c4ccccc4O)CC3)c2)cc1	5	-5	-1	8	i	-11	2	x	6	0.6
Cc1ccc(C(=O)OCC(=O)NN2C(=O)NC3(CCC(C)CC3)C2=O)cc1 (stereo not drawn)	3	2	-2	1	i	4	1	-2	-8	-0.6

A draw from above in order of count of non-hydrogen atoms, lowest first.
SMILES	NRP1-CendR mod	STEP inh	SKN-1 inh	SUMO1 PPI mod	Rpn11 block	DNMT1 inh	Scp1 inh	MT1-MMP act inh	NadD block	LMPTP inh
CN(C)CCNC(=O)c1cc(Br)ccc1Cl	-10	3	13	1	i	1	-1	-6	1	-7.1
C=CC(=O)N=c1sc2ccccc2n1-c1ccccc1	-6	4	-2	2	i	3	-7	-16	4	0.8
O=C(Cc1cccs1)NNC(=S)NC(=O)c1ccccc1	-2	-2	4	-2	i	4	-2	9	-5	-2.0

The listing picks up with the three entries that preceded the break.
SMILES	NRP1-CendR mod	STEP inh	SKN-1 inh	SUMO1 PPI mod	Rpn11 block	DNMT1 inh	Scp1 inh	MT1-MMP act inh	NadD block	LMPTP inh
O=C(Cc1cccs1)NNC(=S)NC(=O)c1ccccc1	-2	-2	4	-2	i	4	-2	9	-5	-2.0
CCOc1ccc(S(=O)(=O)Nc2cccc(C(=O)N3CCN(c4ccccc4O)CC3)c2)cc1	5	-5	-1	8	i	-11	2	x	6	0.6
Cc1ccc(C(=O)OCC(=O)NN2C(=O)NC3(CCC(C)CC3)C2=O)cc1 (stereo not drawn)	3	2	-2	1	i	4	1	-2	-8	-0.6
CCN(CC)C(=O)C(C)N1c2cccc3cccc(c23)S1(=O)=O (stereo not drawn)	-2	3	17	-3	i	0	x	-5	-4	-0.1
Cc1cccc(C(=O)N2CCN(Cc3ccc4c(c3)OCO4)CC2)c1	-11	-4	8	-1	i	2	4	-1	-2	-0.3
Cc1ccc(C)c(S(=O)(=O)NCCOC(=O)Nc2sc(=S)n(C)c2C)c1	0	3	11	-1	i	-6	-11	-1	1	0.1
C=CCOc1ccccc1CNCc1cccnc1	-7	-4	-11	4	i	2	-15	4	-6	-3.4
COC(=O)c1ccc(CN2CCCC(C(=O)Nc3cccc(-n4cnnn4)c3)C2)cc1 (stereo not drawn)	0	-2	-14	-1	i	-1	-3	7	-4	0.5
CCOP(=O)(OCC)c1nc(-c2ccc(OC)cc2)oc1N1CCOCC1	3	0	-2	-4	i	-1	-5	-10	-4	-1.3
Cc1cc(C)c(C)c(S(=O)(=O)N2CCC(C(=O)N3CCN(c4ccc(F)cc4)CC3)CC2)c1C	-3	2	-2	-5	i	-4	-3	4	5	2.8
CN(c1ccccc1)S(=O)(=O)c1cccc(C(=O)N2CCN(c3ccccn3)CC2)c1	12	1	-8	-2	i	0	6	-1	-3	0.1
CCC(=O)Nc1ccc2c(c1)C(=O)N(C)C2=O	8	-3	5	-12	i	3	-3	0	0	-1.3
NS(=O)(=O)c1ccc(NC(=S)NC(=O)C2CCCCC2)cc1	-8	-2	7	2	i	-1	-4	2	-5	-1.6
Cn1ccnc1SCC(=O)Nc1nc2c(F)c(F)c(F)cc2s1	13	-2	-2	-1	i	0	-3	0	-3	22
COc1cccc(OC)c1C(=O)N1CCNCC1	1	-2	-3	-1	i	0	1	-2	4	-2.1
Nc1nc(-c2ccco2)nc(N2CCCCC2)n1	-7	-2	-16	-2	i	-1	4	3	6	-0.6
O=C1C(Oc2ccc(Cl)cc2)C(c2ccc3c(c2)OCO3)N1CC1CCCO1 (stereo not drawn)	8	2	6	-4	i	-1	-4	-4	-4	-0.8
Cc1cc([N+](=O)[O-])c(C)cc1-c1ccc(/C=N/n2cnnc2)o1	-8	50*	2	-13	i	2	46	0	-3	9.0
Cc1cc(C(C)(C)C)cc(C)c1COC(=O)C1CCC(=O)N1 (stereo not drawn)	4	1	19	0	i	0	-14	1	3	0.3
